OXTR potentiator – potentiators of human oxytocin receptor; CHO-OTR cells, Fluo-8 calcium fluorescence, potentiator mode; 0% = oxytocin EC15, 100% = EC100; AID 2445; activation, % at 3 µM; hit rate 0.061% among 320,000;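 active = activation above that plate's cutoff, the mean activation of tested compounds plus 3 SD, cut at about 6.6% in these data, passing the limit was not always enough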;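 also: 100% uses oxytocin at 75 nM as the full agonist control; some results filed as inactive read as strong as hits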
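assay system = CHO-OTR cells, human receptor | schedule = compound 6 min at room temperature before oxytocin, 100 s read | detection = Fluo-8 intracellular calcium fluorescence, ex 470-495, em 515-575 nm | evaluation = normalized max/min fluorescence ratio, % activation | control set = EC15 oxytocin alone as 0%, 75 nM oxytocin (EC100) as 100%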
TAAR1 antag – human TAAR1 antagonism | CHO RD-HGA16 TAAR1, Fluo-8 calcium fluorescence, antagonist | hit rate 1.5% among 360,000 | inhibition, % at 3 µM | Q96RJ0;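 active = inhibition above a per-plate cutoff, the mean inhibition of test compounds on that plate plus 3 SD, cut at about 49% in these data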;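 also: 0% = DMSO plus EC80 beta-PEA response and 100% = DMSO alone without agonist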
Target sequence (Q96RJ0 whole entry, looked up): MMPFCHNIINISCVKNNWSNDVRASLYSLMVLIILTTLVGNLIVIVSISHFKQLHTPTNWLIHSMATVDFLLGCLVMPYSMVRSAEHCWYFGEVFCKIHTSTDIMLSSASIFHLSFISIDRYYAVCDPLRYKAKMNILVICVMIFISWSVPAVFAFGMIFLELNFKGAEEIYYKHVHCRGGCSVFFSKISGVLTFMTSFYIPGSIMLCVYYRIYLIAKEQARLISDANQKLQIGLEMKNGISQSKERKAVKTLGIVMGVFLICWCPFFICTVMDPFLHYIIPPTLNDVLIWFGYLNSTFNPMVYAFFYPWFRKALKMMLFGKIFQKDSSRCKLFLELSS
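System: CHO RD-HGA16 cells bearing hTAAR1. Reagent: EC80 β-phenethylamine stimulus. Schedule: seeding 17-24 h prior, 75-min 37 °C, 30-min RT dye loading. Signal: Fluo-8 intracellular calcium dye fluorescence, real-time kinetic reads. Read-out: % inhibition from peak post-agonist over basal fluorescence ratio. Benchmarks: vehicle wells and EC80 agonist wells. Replicates: n of 1.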
CHO parental Ca – counter-screen: ATP calcium response change in parental CHO cells | hit rate 0.63% among 330,000 | AID 463079 | inhibition, % at 5.6 µM | parental CHO-K1, ATP-induced calcium, Fluo-8 fluorescence;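 active = inhibition above that plate's mean sample inhibition plus 3 SD, cut at about 26% in these data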;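 also: 0% = ATP-challenged DMSO wells and 100% = DMSO wells without ATP; some compounds past the cut are filed as inactive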
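Material: parental CHO cells / Compound: single nominal dose of 5.6 µM per compound / Signal: Fluo-8 fluorescence / Replicates: singlicate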
V1R ag counter – activates human V1a receptor in oxytocin agonist counter-screen | P37288 | CHO-V1R cells, Fluo-8 calcium fluorescence, agonist mode; 0% DMSO, 100% 3 nM vasopressin | activation, % at 3 µM | hit rate 0.25% among 320,000 | AID 2797;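 active = activation above the mean activation of all tested compounds plus 3 SD, per screening run, cut at about 20% in these data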;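 also: signal is peak over basal fluorescence ratio across a 100 second FLIPR read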
CHRM1 agonist – human M1 muscarinic receptor agonism; CHO-K1 hM1, Fluo-8 calcium fluorescence, agonist mode; 0% DMSO, 100% acetylcholine EC100; hit rate 0.33% among 360,000; AID 588814; P11229; activation, % at 3 µM;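 active = activation above the run's mean compound activation plus 3 SD, cut at about 16% in these data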;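 also: peak over basal fluorescence ratio within a 140 s kinetic read after compound addition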
Target sequence (P11229 whole entry, looked up): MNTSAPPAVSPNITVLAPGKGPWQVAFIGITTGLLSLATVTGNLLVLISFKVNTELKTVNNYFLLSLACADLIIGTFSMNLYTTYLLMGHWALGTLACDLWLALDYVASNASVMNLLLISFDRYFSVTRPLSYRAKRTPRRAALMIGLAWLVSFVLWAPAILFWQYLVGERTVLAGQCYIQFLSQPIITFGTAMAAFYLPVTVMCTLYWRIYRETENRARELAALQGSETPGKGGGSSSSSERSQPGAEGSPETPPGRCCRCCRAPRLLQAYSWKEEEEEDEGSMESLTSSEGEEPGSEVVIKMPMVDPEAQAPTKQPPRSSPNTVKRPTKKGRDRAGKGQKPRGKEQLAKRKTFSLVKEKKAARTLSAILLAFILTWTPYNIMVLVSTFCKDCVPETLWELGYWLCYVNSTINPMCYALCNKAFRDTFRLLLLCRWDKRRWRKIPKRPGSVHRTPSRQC
TAAR1 ag – agonists of human TAAR1 | CHO RD-HGA16 TAAR1, Fluo-8 calcium fluorescence; vehicle wells 0%, saturating PEA agonist 100% | activation, % at 3 µM | hit rate 0.99% among 360,000 | AID 624467;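 active = activation above the mean activation of all test compounds in the run plus 3 SD, cut at about 38% in these data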
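Assay system: CHO-derived RD-HGA16 cells with stable Gα16 and human TAAR1; timing: 17-24 h seeding, 75 min 37 °C dye, 30 min RT; read-out: % activation from peak over basal fluorescence ratio, DMSO-to-PEA scaled; measured by: kinetic Fluo-8 calcium fluorescence; benchmarks: low control DMSO, high control PEA (EC100); doses: 3 µM single concentration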
M1 PAM – potentiates human M1 receptor response to acetylcholine; P11229; activation, % at 3 µM; hit rate 0.088% among 360,000; CHO-K1 hM1, Fluo-8 calcium fluorescence, ACh EC20; 0% = ACh EC20, 100% = maximal ACh; in the data active = activation above about 19%, passing the limit was not always enough
CHRM1 antagonist – human CHRM1 antagonism; P11229; CHO-K1 hM1, Fluo-8 calcium fluorescence, ACh EC80 antagonist; inhibition, % at 3 µM; hit rate 1.3% among 360,000;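 active = percent inhibition above its own plate's cutoff, namely the mean of that plate's compound wells plus 3 SD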;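 also: peak over basal fluorescence ratio during 140 s after agonist addition; 0% = ACh EC80 plus DMSO and 100% = DMSO alone without agonist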
OXTR agonist – human OXTR agonism | P30559 | CHO-OTR cells, Fluo-8 calcium fluorescence; normalized: DMSO 0%, oxytocin 100% | activation, % at 3 µM | hit rate 0.32% among 320,000;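 active = activation above the mean of all tested compounds plus 3 SD, cutoff set per screening run, cut at about 20% in these data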;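 also: peak over basal fluorescence ratio from a 100 s FLIPR kinetic read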
An asterisk follows results filed as active; / = no result given.

SMILES	OXTR potentiator	TAAR1 antag	CHO parental Ca	V1R ag counter	CHRM1 agonist	TAAR1 ag	M1 PAM	CHRM1 antagonist	OXTR agonist
O=C(COC(=O)C1=COCCO1)Nc1ncc(Cl)cc1Cl	-6	-9	-5	0.5	-2	5	7	-11	-0.8
CC(C)(C)OC(=O)NCCCC[C@H](NC(=O)c1[nH]cnc1C(=O)Nc1ccc(CNC(=O)OC(C)(C)C)cc1)C(=O)OC(C)(C)C	-10	65*	-32	1.6	/	13	/	/	1.4
CCOC(=O)CSCc1c(C#N)c2ccccc2n1C	-7	8	-3	15	-5	4	0	-21	-1.5
O=C1CSC(c2ccccc2F)N1 (stereo not drawn)	-5	-6	-10	-0.6	-1	1	3	-2	0.2
O=C(N/N=C/c1ccc(-c2ccc(Cl)c(C(=O)O)c2)o1)c1cc2c(ccc3ccccc32)o1	-3	13	-11	-0.4	0	0	9	4	-1.9
COc1ccccc1CNC(=O)c1ccc2c(=O)n(CCCN3CCCC3=O)c(=S)[nH]c2c1	-4	-3	-3	-0.1	-3	0	9	-6	-0.5
COc1cccc(-n2c(SCC(=O)OC(C)C)nnc2-c2cccnc2)c1	-1	7	-4	3.2	-2	9	8	-10	-0.8
CCOc1ccc(CCNC(=O)COC(=O)c2ccc(C)s2)cc1OCC	-3	-25	-20	-1.1	-5	-2	10	-13	-1.1
COCCCNC(=S)N1CCN(c2nc(-c3cccc(OC)c3)cs2)CC1	-7	44	11	5.0	1	9	-4	5	3.1
CCOC(=O)C1=C(C)N(C[C@@H]2CC[C@@H](Cc3ccc(-c4ccccc4)cc3)O2)C(=O)NC1c1cccc([N+](=O)[O-])c1 (stereo partly drawn)	/	-30	-19	/	-3	2	9	-13	/
CCOc1ccc(C(=O)C(C)OC(=O)c2cnc(C)cn2)cc1 (stereo not drawn)	0	-2	-9	-1.1	-2	1	-2	3	-0.8
CC(C)n1nc(C(=O)OCC(=O)N(C)C2CCS(=O)(=O)C2)c2ccccc2c1=O (stereo not drawn)	-2	-29	-4	0.6	-2	2	14	-13	-1.7
O=C(CN1C(=O)NC(Cc2ccccc2)C1=O)NC(=O)NC1CCCCC1 (stereo not drawn)	-11	-14	-26	0.6	-3	3	13	-17	0.1
COC(=O)c1ccc(N=NNc2cccc(Br)c2)cc1	-1	-19	-12	-0.3	-7	-1	5	-10	-1.3
CC(C)c1nc(N2CCN(C(=O)c3ccccc3)CC2)c(C#N)c2c1COC(C)(C)C2	-15	-8	-33	-1.1	-3	-2	1	-3	-1.8

Another view of part of the listing above.
structure,OXTR potentiator,TAAR1 antag,CHO parental Ca,V1R ag counter,CHRM1 agonist,TAAR1 ag,M1 PAM,CHRM1 antagonist,OXTR agonist
CC(C)(C)OC(=O)NCCCC[C@H](NC(=O)c1[nH]cnc1C(=O)Nc1ccc(CNC(=O)OC(C)(C)C)cc1)C(=O)OC(C)(C)C,-10,65*,-32,1.6,/,13,/,/,1.4
CCOC(=O)CSCc1c(C#N)c2ccccc2n1C,-7,8,-3,15,-5,4,0,-21,-1.5
O=C1CSC(c2ccccc2F)N1 (stereo not drawn),-5,-6,-10,-0.6,-1,1,3,-2,0.2
O=C(N/N=C/c1ccc(-c2ccc(Cl)c(C(=O)O)c2)o1)c1cc2c(ccc3ccccc32)o1,-3,13,-11,-0.4,0,0,9,4,-1.9
COc1ccccc1CNC(=O)c1ccc2c(=O)n(CCCN3CCCC3=O)c(=S)[nH]c2c1,-4,-3,-3,-0.1,-3,0,9,-6,-0.5
COc1cccc(-n2c(SCC(=O)OC(C)C)nnc2-c2cccnc2)c1,-1,7,-4,3.2,-2,9,8,-10,-0.8
CCOc1ccc(CCNC(=O)COC(=O)c2ccc(C)s2)cc1OCC,-3,-25,-20,-1.1,-5,-2,10,-13,-1.1
COCCCNC(=S)N1CCN(c2nc(-c3cccc(OC)c3)cs2)CC1,-7,44,11,5.0,1,9,-4,5,3.1
CCOC(=O)C1=C(C)N(C[C@@H]2CC[C@@H](Cc3ccc(-c4ccccc4)cc3)O2)C(=O)NC1c1cccc([N+](=O)[O-])c1 (stereo partly drawn),/,-30,-19,/,-3,2,9,-13,/
CCOc1ccc(C(=O)C(C)OC(=O)c2cnc(C)cn2)cc1 (stereo not drawn),0,-2,-9,-1.1,-2,1,-2,3,-0.8
CC(C)n1nc(C(=O)OCC(=O)N(C)C2CCS(=O)(=O)C2)c2ccccc2c1=O (stereo not drawn),-2,-29,-4,0.6,-2,2,14,-13,-1.7

Other entries
SMILES	OXTR potentiator	TAAR1 antag	CHO parental Ca	V1R ag counter	CHRM1 agonist	TAAR1 ag	M1 PAM	CHRM1 antagonist	OXTR agonist
COc1ccc(CCNC(=O)c2cc([N+](=O)[O-])cc([N+](=O)[O-])c2)cc1OC	/	-22	/	/	-3	13	11	-15	/
O=C(O)CCC(=O)Nc1ccc(Br)cc1C(=O)c1ccccc1	-3	-7	-1	-0.2	-1	2	-5	-5	0.3
Cc1ccnc(NS(=O)(=O)c2ccc(NC(=O)COc3ccccc3)cc2)n1	-6	7	-13	1.0	-2	8	6	-2	0.2
CC1CCN(C(=O)c2ccc(S(=O)(=O)Cc3ccccc3F)c([N+](=O)[O-])c2)CC1	-7	11	-10	10	-8	5	-11	10	7.0
O=C(NCC1CCCO1)C(c1ccc(F)cc1)N(Cc1ccc(F)cc1)C(=O)Cn1nnc(-c2cccs2)n1 (stereo not drawn)	-4	23	-3	1.7	-3	10	-7	19	2.6
CC(=O)c1cn(CCCCCCCn2cc(C(C)=O)c(=O)[nH]c2=O)c(=O)[nH]c1=O	6	10	-9	-0.3	-6	5	-5	13	0.3
O=C(COc1ccccc1Cl)Nc1cccnc1	-5	-9	-2	0.5	-3	10	1	1	0.5
O=C(COC(=O)/C=C/c1ccc([N+](=O)[O-])cc1)NCc1ccco1	-3	-21	-2	5.1	0	0	-1	3	7.6
c1ccc2[nH]c(CCCCCc3nc4ccccc4[nH]3)nc2c1	/	-7	/	/	-12	4	8	-12	/
COc1ccc2oc(C(F)(F)C(F)F)cc(=O)c2c1	-3	-8	-14	-0.8	-6	5	1	-8	-1.3
CCC(=O)Nc1ccc(S(=O)(=O)N2CCc3ccccc32)cc1	-11	-22	-1	4.6	-7	5	4	-7	2.2
CCCc1cc(=O)oc2cc(C)cc(OCC(=O)Nc3cccnc3)c12	-6	-16	-18	5.4	-3	2	-3	7	4.6
O=S(=O)(CCNCc1ccccc1)NC1CCCCC1	/	-24	/	/	-3	1	2	-3	/
C=CCOC(=O)Nc1c(C(=O)OC)[nH]c2ccc(Cl)cc12	-16	4	-1	0.3	-5	8	0	-5	0.0
COc1cccc(CN2CCNC(=O)C2CC(=O)NCCn2ccc3ccccc32)c1OC (stereo not drawn)	-15	6	-7	0.5	-9	7	8	-13	-1.2
Cn1c(OCc2cccnc2)nc2c1c(=O)n(Cc1ccc(Cl)cc1)c(=O)n2C	-2	35	-22	3.2	-2	16	0	13	-0.7
Cc1cccc(/C=C(\c2nc3ccccc3[nH]2)S(=O)(=O)c2ccccc2)c1	/	-9	/	/	-10	-1	16	-12	/
Cc1ccc(C(=O)NCC(=O)NCCCc2ccccc2)cc1	0	-4	-20	-0.2	-3	-1	17	-20	-0.6
Cc1nc(C)c(-c2csc(Nc3ccc(O)cc3C)n2)s1	-9	-10	-1	2.0	3	7	8	0	-0.1
COc1cccc(CNC(=O)c2ccc(OCC(=O)N3CCOCC3)c(OC)c2)c1	-3	-14	-10	-0.6	1	0	19	-10	-0.3
O=C(NC1CCCCC1)N1CCN(C2CCCCC2)CC1	0	/	-11	0.3	-13	/	-4	7	1.2
COc1cccc(CNc2nc3ccccc3n2CCN2CCCCC2)c1	-2	-19	-22	-0.1	-7	1	-2	-3	-0.1
CS(=O)(=O)N1CCc2cc(S(=O)(=O)Nc3ccc4c(c3)OCCO4)ccc21	-12	17	9	12	3	9	-24	33*	15
CCOC(=O)CCSc1n[nH]c(=S)s1	-5	-2	-15	-1.5	-2	1	-1	-6	-1.2
CCOc1ncccc1C(=O)N(C)CC(=O)Nc1ccc(C)cc1	3	-16	-1	0.0	-7	6	8	-14	0.6
CC1(C)CN=C(NC2CCCCC2)S1	-2	-5	0	1.3	-12	9	-24	27	0.8
Cc1ncc([N+](=O)[O-])n1S(=O)(=O)c1ccc2c(c1)OCCO2	/	-17	/	/	-2	0	12	-9	/
CCCCNC(=O)C1(O)c2cc(Br)ccc2NC(=O)N1c1cccc(OC)c1 (stereo not drawn)	-11	-2	-5	0.5	-7	1	1	3	-0.9
NC(=O)c1ccc(Oc2ccc(-c3nnco3)cc2)c([N+](=O)[O-])c1	-7	14	3	1.4	-3	-1	11	-8	2.2
Cc1oc(CC(C)C)cc1C(=O)Nc1ccc(C(=O)O)cc1	-2	10	7	-0.2	-7	-1	12	-9	-0.4
CNC(=S)N/N=C/c1c(Cl)cccc1Cl	9	6	-4	-0.5	-11	9	6	-8	-2.1
CCOC(=O)c1sc(=S)sc1SCc1cccc(C(F)(F)F)c1	-6	-15	-13	0.1	0	2	7	0	0.7
Cc1cc(N2CCCCC2)nc2ccccc12	3	-3	6	-0.9	-8	0	-20	30	-0.9
O=C(Nc1ccccc1)N1CCCN(c2ccc(C(F)(F)F)cc2[N+](=O)[O-])CC1	-17	13	-1	9.6	0	4	1	-1	4.1
COc1ccc(OCC(=O)NNC(=O)c2ccc(-c3ccccc3)cc2)cc1	-12	2	4	0.8	1	1	20	-20	-0.3
Cc1cc(C)nc(NC(=O)C(c2ccccc2)c2ccccc2)c1	-6	-24	-19	-1.3	-12	5	-12	3	-2.6
Cc1ccc(Cl)c(OCC(=O)OC(C)C(=O)NC2CC2)c1 (stereo not drawn)	0	1	-15	-0.3	-1	0	-9	25	-0.3
Cc1ccccc1CSCC1Nc2ccc(C(=O)NCCc3ccccc3)cc2NC1=O (stereo not drawn)	/	-15	/	/	-1	9	5	-10	/
O=C(CCC(=O)c1cccs1)OCC(=O)N1CCN(S(=O)(=O)c2ccccc2)CC1	-19	-32	-12	2.7	-3	6	8	-11	0.5
O=C(NCCCn1ccnc1)C(=O)NCc1ccccc1	-6	-1	-9	0.1	-5	17	2	-4	-0.7

Compound activity from PubChem.
